Source: PubChem (Sanford-Burnham Center for Chemical Genomics)
APJ antag: antagonists of human apelin receptor APJ, primary screen, CHO-K1 cells, beta-arrestin complementation, luminescence. actives 0.32% (n = 330,000). inhibition, % at 20 µM. AID 2521, 2010;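 active = inhibition above about 40% at 20 µM, limit read from the data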;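 also: cells challenged with 10 nM apelin-13 agonist together with compound; plate controls were apelin-13 plus DMSO wells for no effect and DMSO wells lacking apelin-13 for full effect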
Target sequence (P35414 whole entry, looked up): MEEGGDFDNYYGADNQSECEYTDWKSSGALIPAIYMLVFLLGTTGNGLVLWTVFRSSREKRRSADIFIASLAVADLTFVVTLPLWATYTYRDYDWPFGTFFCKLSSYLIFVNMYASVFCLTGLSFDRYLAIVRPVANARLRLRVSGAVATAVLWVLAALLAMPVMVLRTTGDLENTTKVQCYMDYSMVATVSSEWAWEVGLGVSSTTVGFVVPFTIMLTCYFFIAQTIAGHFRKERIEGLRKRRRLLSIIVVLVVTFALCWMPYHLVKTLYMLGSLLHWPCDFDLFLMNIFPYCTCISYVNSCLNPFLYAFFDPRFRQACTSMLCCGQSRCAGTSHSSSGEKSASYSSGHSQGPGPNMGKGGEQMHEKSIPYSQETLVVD
XBP1 UPR activ: activators of adaptive XBP1 UPR arm, primary screen, cell-based, CHO-XBP1 luciferase reporter, luminescence, uHTS; IRE1-XBP1 UPR activation; percent of tunicamycin response, DMSO as zero; activation, % at 20 µM; actives 0.33% (n = 330,000); AID 463104, 2010;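 active = versus positive control, 20 µM dose yields 30% or more activation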;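 also: 100% = tunicamycin at 10 µg/mL and 0% = DMSO only wells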
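Material: CHO-XBP1 cells stably carrying IRE1-XBP1-driven luciferase reporter / Amount: 1000 cells per well / Compound: 20 µM, 1% DMSO / Times: 6 h treatment, 37 °C / Detection: luciferase luminescence / Measure: % activation of reporter signal versus tunicamycin and DMSO controls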
CXCR6 block: CXCR6 receptor inhibitors, primary screen, cell-based, beta-arrestin, luminescence, CHO-K1 PathHunter, 1536-well. inhibition, % at 20 µM. actives 0.36% (n = 360,000). C-X-C chemokine receptor type 6 (Homo sapiens), O00574; in the data active = inhibition above about 34%, passing the limit was not always enough;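 also: antagonist mode with CXCL16 agonist at 10 nM final; 0% = 10 nM CXCL16 with DMSO and 100% = unstimulated wells without agonist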
Target sequence (O00574 whole entry, looked up): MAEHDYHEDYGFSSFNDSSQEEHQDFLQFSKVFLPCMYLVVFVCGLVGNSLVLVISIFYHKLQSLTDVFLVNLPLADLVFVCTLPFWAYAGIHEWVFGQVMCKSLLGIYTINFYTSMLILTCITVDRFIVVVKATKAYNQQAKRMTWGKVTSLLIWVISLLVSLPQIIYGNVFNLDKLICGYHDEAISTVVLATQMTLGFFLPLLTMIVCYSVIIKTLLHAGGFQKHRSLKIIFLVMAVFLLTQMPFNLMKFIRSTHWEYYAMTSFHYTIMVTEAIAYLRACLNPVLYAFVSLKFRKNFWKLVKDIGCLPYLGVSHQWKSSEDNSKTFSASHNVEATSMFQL
UPR CHOP act: activators of apoptotic CHOP UPR arm, primary screen, cell-based, CHO-CHOP luciferase reporter, luminescence, uHTS | UPR activation; percent of tunicamycin response over DMSO baseline | activation, % at 10 µM | actives 0.34% (n = 330,000);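 active = at 10 µM dose, activation of 40% or more, normalized to positive control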;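 also: 100% = tunicamycin at 10 µg/mL and 0% = DMSO alone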
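Assay system: CHO-CHOP cells, stable luciferase reporter of PERK-eIF2a-CHOP signalling / Buffer or medium: F12 plus 10% serum / Compound dosing: one dose, 10 µM in 0.5% DMSO / Times: 6 h compound treatment, 37 °C / Technique: luciferase luminescence / Read-out: % reporter activation, DMSO baseline versus tunicamycin full activation / Benchmarks: tunicamycin and DMSO controls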
Mdm2-MdmX inh: inhibitors of human Mdm2-MdmX association, primary screen, cell-based, luminescence, split luciferase, SaOS-2, uHTS; actives 3% (n = 330,000); Protein Mdm4 (Homo sapiens) + E3 ubiquitin-protein ligase Mdm2 (Homo sapiens), …; SaOS-2 split-luciferase Mdm2/MdmX complementation; inhibition, % at 8 µM;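 active = inhibition of at least 50% at 8 µM in the primary screen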
tim23-1 inh: growth inhibitors of tim23-1 mutant yeast, primary screen, luminescence, uHTS. S. cerevisiae tim23-1 growth, BacTiter-Glo luminescence, 24 h. inhibition, % at 20 µM. actives 1.3% (n = 330,000);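 active = growth inhibition of the mutant yeast at or above 50%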;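 also: temperature-sensitive mutant grown at 25 °C; plate controls were DMSO-treated mutant yeast for no effect and medium wells lacking yeast for full effect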
TIM10 inh: growth inhibitors of isogenic TIM10 control yeast, primary screen, counter-screen for tim10-1 yeast inhibitor project, luminescence, uHTS. inhibition, % at 10 µM. actives 1.4% (n = 330,000). S. cerevisiae TIM10 strain growth, BacTiter-Glo luminescence, 24 h;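 active = inhibition of 40% or more at the single tested concentration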;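 also: wild-type TIM10 isogenic control strain grown at permissive 25 °C; 0% = DMSO yeast wells and 100% = minimal medium wells without yeast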
APJ agonist: agonists of human apelin receptor APJ, primary screen, CHO-K1 cells, PathHunter beta-arrestin, luminescence; P35414; 0% DMSO wells, 100% apelin; activation, % at 20 µM; actives 0.11% (n = 330,000); AID 2520, 2010;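 active = activation more than six SD over the plate average, tested at 20 µM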;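 also: 0% = DMSO alone and 100% = apelin-13 at 10 nM; some results filed as inactive read as strong as hits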
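Assay system: CHO-K1 APJ beta-arrestin complementation cell line / Compound: single test compound dose, 20 µM final, 1% DMSO / Times: overnight seeding, 90 min compound at 25 °C, 1 h detection / Technique: beta-gal luminescence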
tim10-1 inh: growth inhibitors of tim10-1 mutant yeast, primary screen, luminescence, uHTS; S. cerevisiae tim10-1 ts strain growth, BacTiter-Glo, 24 h; actives 2.2% (n = 330,000); inhibition, % at 20 µM;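 active = inhibition of at least 40%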;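 also: mutant grown at 25 °C; 0% = DMSO wells with yeast and 100% = wells holding no yeast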
The depositor's hits bear a star; x = no result given; & = joins results of further samples.

SMILES	APJ antag	XBP1 UPR activ	CXCR6 block	UPR CHOP act	Mdm2-MdmX inh	tim23-1 inh	TIM10 inh	APJ agonist	tim10-1 inh
O=C(NCc1cccs1)c1cccnc1C(=O)O	6	0	-6	0.4	-29	0	-1	-2	6
O=C(Cn1nc(C(=O)O)c2ccccc2c1=O)c1c[nH]c2ccccc12	-21	-1	4	1.4	-9	17	8	2	22
Cc1csc(NC(=O)CCN2C(=O)c3ccccc3S2(=O)=O)n1	1	-2	0	-0.1	10	-6	-13	-5	0
CC(C)CC(COCc1cccc(C(F)(F)F)c1)N1CCN(C(=O)c2cccc(C(F)(F)F)c2)CCC1=O (configuration not stated)	11	-3	-2	-1.9	18	-17	-3	1	20
CCN1CCN(S(=O)(=O)c2ccc(OC)c3ccccc23)CC1	10	-5	5	2.0	16	-6	-1	-2	-9
CCn1c(SCC(=O)Nc2ccc(OC)cc2)nnc1-c1ccco1	10	0	-2	0.8	-20	2	8	0	28
CCOc1ncccc1C(=O)N1CCN(S(=O)(=O)c2cccs2)CC1	10	-2	7	-1.2	26	16	14	-2	15
Cc1oncc1C(=O)Nc1cccc(C#N)c1	-6	0	0	0.1	-13	10	6	7	-12
COC(=O)C1=CO[C@@H](C)[C@H]2CN3CCc4c([nH]c5ccccc45)[C@@H]3C[C@H]12	12	-3	-3	1.4	36	21	10	-7	23
CCCCCCSc1cccc(-c2nc3ccccn3c2NCc2ccccc2)c1	-2	6	0&0	1.1	-7	16	13	5	16
Cc1ccc(SCc2c(C(=O)N/N=C/C3CC=CCC3)nnn2-c2nonc2N)cc1 (configuration not stated)	-17	-1	7	0.7	-3	27	-10	4	21
CCOc1cc(N2CCOCC2)c(OCC)cc1NC(=O)c1ccc2ccccc2n1	-56	4	5	2.0	-3	31	17	3	45*
COc1ccccc1C(=O)NNC(=S)NC(=O)c1sc2ccccc2c1Cl	27	26	16	13	44	-37	-7	-2	8
COc1ccc(C2/C(=C(\O)c3ccc4c(c3)OCCO4)C(=O)C(=O)N2CCCN(C)C)c(OC)c1 (configuration not stated)	7	-2	3	2.6	19	16	15	4	23
Cc1cccnc1NCC(O)COc1ccccc1 (configuration not stated)	11	0	2	-0.5	-1	6	0	-5	5
COC(=O)C1CCN(C(=O)CCCOc2ccccc2)CC1	16	-1	-1	-1.7	-42	5	-3	-6	4
CCCCCCCCCCOC(=O)NC1CCS(=O)(=O)C1 (configuration not stated)	-7	9	-17	2.4	19	22	20	-1	10
COc1ccc(O)c(C(=O)c2cnn(-c3ccccn3)c2)c1	19	5	-4	2.7	-2	12	9	-3	13
O=C(c1ccncc1)N1CCN(C(=O)c2cccs2)CC1	7	-2	-7	-2.7	-27	12	6	-2	14
CCn1cc(C(C)NC(=O)Nc2ccccc2C(=O)OC)c(C)n1 (configuration not stated)	10	-1	-4	-1.9	-3	11	-6	0	-8
Cc1cnccc1CN(C)C(=O)CC1C(=O)NCCN1CC1CCCCC1 (configuration not stated)	-7	-1	-7	0.6	18	-9	3	-4	6
Cc1cc(C(=O)NC2CC(C)(C)Cc3c2cnn3-c2ccccc2C)c(C)o1 (configuration not stated)	15	-6	6	-1.0	22	25	15	-1	29
Cc1ccc(NC2=Nc3ccccc3CS2)cc1	-4	-10	4	-3.2	-178	14	17	-3	3
O=[N+]([O-])c1ccc(-n2cnc3ccccc32)c([N+](=O)[O-])c1	-34	-3	-11	1.0	25	26	34	2	39
CCOC(=O)C1CCCN(C(=O)COc2ccc(N(C)S(=O)(=O)c3ccc(C)cc3)cc2)C1 (configuration not stated)	7	-2	2	-2.7	18	14	18	0	-4
CCOC(=O)C1CCN(C(=O)COc2ccc3c(c2)OCO3)CC1	13	-3	-1	-0.1	22	6	7	1	-9
CC1CC(C)CN(C(=O)C(C)N(C)CC(=O)Nc2ccc(Cl)cc2)C1 (configuration not stated)	6	0	-13	-3.3	9	24	25	-4	12
CCOC(=O)CSc1nnc([C@H](C)NC(=O)OC(C)(C)C)o1	-12	0	6	-0.4	6	-3	-10	-6	-14
O=C(O)CCSCc1ccccc1F	0	0	-16	-0.8	6	7	-9	2	-5
CC(C)NCc1cccc([N+](=O)[O-])c1	12	-1	2	-0.2	10	-5	8	-2	17
CCN(C[C@H]1N[C@@](C)(C(=O)OC)[C@H]2C(=O)N(C)C(=O)[C@@H]12)S(=O)(=O)c1ccc(C(F)(F)F)cc1	10	1	10	1.2	14	-1	-2	-3	-4
CNC[C@H](Cc1cccc2ccccc12)NC[C@H](CCSC)NCC1CCC(C(C)(C)C)CC1 (some centres not stated)	1	6	x	1.9	60*	-10	6	-5	-5
Cc1sc2ncn(CC(=O)NCc3ccccn3)c(=O)c2c1S(=O)(=O)N1CCOCC1	9	-2	3	-0.4	-26	15	0	2	12
Cc1cc(C(C)(C)C)cc(S(=O)(=O)Nc2ccc(C(=O)O)cc2)c1C	-5	-8	-1	0.9	-2	6	6	-2	0
O=[N+]([O-])/C=C\c1ccc(N2CCOCC2)cc1	0	-3	23	52*	48	17	14	1	11
COc1cc(OC)c2c(-c3ccccc3)cc(=O)oc2c1C(CC(=O)N1CCOCC1)c1ccc2c(c1)OCO2 (configuration not stated)	7	5	12	0.5	19	1	-1	8	6
CCN1C(=O)CS/C1=N\S(=O)(=O)c1ccc(C)cc1	-7	-2	2	0.6	-28	15	-10	0	8
CCCCNC(=S)Nc1ccccc1Cc1ccccc1	6	-2	4	-1.5	23	8	23	-3	41*
CCOC(=O)c1c(C)oc(NC(=O)COc2ccc(Cl)cc2C)c1C#N	-8	-1	-4	-1.8	4	13	8	2	10
COc1ccc(-c2cc(N)n(S(=O)(=O)c3c(F)c(F)c(F)c(F)c3F)n2)cc1OC	5	-6	32	-9.5	81*	70*	75*	1	68*
CN1C(=O)C(O)(CC(=O)c2ccc(F)cc2)c2cc(Br)ccc21 (configuration not stated)	11	0	-6	-0.5	33	6	11	0	10
O=C(O)/C=C\C(=O)Nc1ccc(N2CCN(c3ccc(Cl)cc3)CC2)cc1	14	-2	6	-1.1	-24	4	22	-1	8
CCOC(=O)[C@H]1[C@H]2COc3ccc(OC)cc3[C@@H]2N2C(=O)CN(C)C(=O)[C@@]12C	6	2	-3	0.5	9	1	0	-1	-1
Cc1ccc2c(COC(=O)CC3Sc4ccccc4NC3=O)cc(=O)oc2c1C (configuration not stated)	4	1	-1	-0.8	5	-5	-18	0	-2
COc1ccc(C2CC(c3ccc(Br)cc3)Nc3nc(N)nn32)cc1 (configuration not stated)	6	-1	-10	0.7	-9	-2	6	-3	17
C=CCNc1nc(-c2cccs2)c(CC(=O)O)s1	3	-2	10	-0.8	16	17	12	-3	19
CCn1c(CNC(=O)C(C)(C)C)nc2ccccc21	9	-1	0	10	34	9	3	-5	4
Cc1ccc(N2C(=O)N(CC(=O)NCc3ccccc3Cl)C(=O)C2C)cc1 (configuration not stated)	13	-2	0	-1.5	10	12	-11	-2	7
Cc1c(CCOC(=O)c2cc([N+](=O)[O-])cc([N+](=O)[O-])c2)sc[n+]1CC(=O)c1ccc(Br)cc1	-25	-4	-2	-2.5	6	0	2	0	27
O=C(Cn1nnc2ccccc2c1=O)NCCc1ccccc1	-7	-2	-3	4.7	8	6	0	-1	2
O=C(O)CC(NC(=O)c1ccccc1NC(=O)c1ccccc1)C(=O)O (configuration not stated)	8	-1	3	-1.5	11	-3	-14	-1	-1
CCN(CC)CCCNc1nc2cc(OC)c(OC)cc2c2nc(-c3cccnc3)nn12	-2	-2	-12	3.7	16	6	10	2	-7
COc1ccc(Cc2nnc(NC(=O)Nc3ccccc3)s2)cc1OC	4	2	-9	4.2	16	9	10	-2	-2
O=C(COC(=O)c1ccccc1Cl)NCc1ccco1	-7	2	-6	-0.2	9	-2	-7	-1	-3
Nc1cc(C(=O)OCC(=O)N2CCN(C(=O)COC(=O)c3ccc(Cl)c(N)c3)CC2)ccc1Cl	23	0	11	0.5	24	7	-4	-3	-3
CC(C)Oc1cccc(C(=O)NC(=S)Nc2cccc(NC(=O)c3ccccc3Cl)c2)c1	1	-1	15	2.5	6	-2	-8	-2	4
CCOc1ccc(NC(=O)CN2CC(c3ccccc3)CC2=O)cc1 (configuration not stated)	16	-2	4	3.0	24	23	14	-3	15
Cc1ccc(S(=O)(=O)N2[C@@H](c3cccc(C)c3)C(C(=O)O)=C[C@H]2CC2CCCC2)cc1	5	0	-2	1.1	-11	24	6	-4	16
COc1ccccc1C(=O)Nc1nnc(SCC(=O)Nc2ccc3c(c2)oc2ccccc23)s1	13	-2	-6	4.2	-81	19	22	1	25
CCN1C(=O)[C@H]2[C@@H](c3ccc(C)cc3)N3C(=O)N(c4ccc(C)cc4)C(=O)[C@@]3(Cc3ccccc3)[C@H]2C1=O	8	-1	-4	1.6	21	-3	-2	-5	0

Compounds shown so far that have bromine:
SMILES	APJ antag	XBP1 UPR activ	CXCR6 block	UPR CHOP act	Mdm2-MdmX inh	tim23-1 inh	TIM10 inh	APJ agonist	tim10-1 inh
CN1C(=O)C(O)(CC(=O)c2ccc(F)cc2)c2cc(Br)ccc21 (configuration not stated)	11	0	-6	-0.5	33	6	11	0	10
COc1ccc(C2CC(c3ccc(Br)cc3)Nc3nc(N)nn32)cc1 (configuration not stated)	6	-1	-10	0.7	-9	-2	6	-3	17
Cc1c(CCOC(=O)c2cc([N+](=O)[O-])cc([N+](=O)[O-])c2)sc[n+]1CC(=O)c1ccc(Br)cc1	-25	-4	-2	-2.5	6	0	2	0	27

Following part.
SMILES	APJ antag	XBP1 UPR activ	CXCR6 block	UPR CHOP act	Mdm2-MdmX inh	tim23-1 inh	TIM10 inh	APJ agonist	tim10-1 inh
CCN1CC2([N+](=O)[O-])CC=C(OC)C([N+](=O)[O-])(C1)C2 (configuration not stated)	13	-2	-3	2.0	-5	11	-9	0	13
O=c1c(Cc2ccccc2)c(O)nc2n1CCS2	18	-1	-6	3.4	-33	13	-12	0	10
O=C(NNC(=O)c1ccc(F)cc1)c1ccncc1	15	-5	-2	2.4	2	3	-7	-1	2
CC1CCCCC1NC(=O)COC(=O)COc1ccc(Cl)cc1 (configuration not stated)	4	-2	-2	-0.3	7	12	-12	-4	-6
CC(C)(ONC(=O)Nc1ccccc1Cl)C(=O)O	6	1	-4	1.6	-12	13	9	4	10
c1ccc2c(c1)CCN(c1ncnc3nc[nH]c13)C2	-73	1	-2	-1.8	39	14	-7	0	0
COc1ccc(N2C(=O)C3CCCN3C2c2ccc(C)o2)cc1 (configuration not stated)	18	-2	-5	0.7	-28	10	-6	-1	5

Only part of the results is shown. The share of hits here may be higher or lower than overall.
